Measles CPE = protection of cells from measles virus; hit rate 1.5% among 140,000; protection (pct of control), % at 4 µM; Measles virus-infected cells, CPE protection, absorbance; in the data active means protection mostly above about 24%, no sharp cut-off; inactive means mostly below about 26%; further: some compounds called inactive have numbers as strong as hits
MRP-1 activ = activates MRP-1; H69AR cells + doxorubicin, viability rescue, CellTiter-Glo; viability increase, % at 10 µM; hit rate 0.61% among 140,000; AID 799;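 active means viability gain under doxorubicin at or above a set limit, the compound median plus 3 SD, cut at about 4.7% in these data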;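 further: MRP-1 overexpressing cells given doxorubicin 25 µM after compound pretreatment; 18-22 h compound pretreatment then 72 h with doxorubicin before readout; 0% = doxorubicin-only wells and 100% = vehicle-treated cells without doxorubicin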
E-sel TNF inh = blocks E-selectin expression induced by TNF alpha; HUVEC TNFa-induced E-selectin immunofluorescence, high content; inhibition, % at 2 µM; hit rate 0.71% among 120,000;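 active means inhibition above the batch mean plus 3 SD, and confirmed as a hit on visual image review, cut at about 43% in these data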;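 further: 0% = TNF-stimulated DMSO wells and 100% = unstimulated control wells; not every result past the cut was called active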
GALR2 blocker = GALR2 (human) receptor antagonism. GALR2-expressing cells, antagonist mode. inhibition, % at 4 µM. hit rate 0.39% among 140,000. AID 828; in the data active means inhibition above about 27%;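 further: cells stimulated with galanin 1-16 at roughly its EC80; 0% = agonist challenge control and 100% = basal control without agonist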
Target sequence (O43603 whole entry, looked up): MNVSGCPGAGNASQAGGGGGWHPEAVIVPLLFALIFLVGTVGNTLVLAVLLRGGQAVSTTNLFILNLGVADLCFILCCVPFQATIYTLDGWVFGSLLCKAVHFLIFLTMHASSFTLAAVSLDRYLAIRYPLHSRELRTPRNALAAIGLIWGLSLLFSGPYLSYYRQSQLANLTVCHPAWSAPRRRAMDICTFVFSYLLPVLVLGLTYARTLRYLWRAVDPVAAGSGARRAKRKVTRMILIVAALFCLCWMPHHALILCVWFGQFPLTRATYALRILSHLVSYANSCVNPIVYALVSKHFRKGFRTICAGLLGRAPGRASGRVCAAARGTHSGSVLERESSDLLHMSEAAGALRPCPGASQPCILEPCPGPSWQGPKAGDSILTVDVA
PTEN del growth = PTEN-deleted cell growth suppression; HCT116 PTEN-null viability, CellTiter-Glo, 60 h; active compounds read low; viability, % at 10 µM; hit rate 1.2% among 140,000;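 active means viability at or below a set limit, 4 SD under the median of all tested compounds, cut at about 3.7% in these data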;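 further: PTEN knockout HCT116 line with beta catenin targeted HCT116 as companion control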
Phagocytosis inh = blocks phagocytosis by macrophages | hit rate 0.07% among 110,000 | inhibition, % at 5 µM | J774A.1 macrophage IgG-bead phagocytosis, imaging;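 active means inhibition above the mean of the plate negative controls plus 5 SD, cut at about 13% in these data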;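 further: phagocytic index as fraction of beads internalized from green versus red external bead signal; plate controls were DMSO negative control for no effect and cytochalasin-D positive control for full effect; some results beyond the cut were filed as inactive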
NPY Y2 blocker = blocks the human neuropeptide Y Y2 receptor | P49146 | NPY-Y2 expressing cells, antagonist mode | inhibition, % at 2.7 µM | hit rate 0.99% among 140,000 | AID 793; in the data active means inhibition above about 17%;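 further: 0% = vehicle with agonist challenge and 100% = reference antagonist with challenge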
Target sequence (P49146 whole entry, looked up): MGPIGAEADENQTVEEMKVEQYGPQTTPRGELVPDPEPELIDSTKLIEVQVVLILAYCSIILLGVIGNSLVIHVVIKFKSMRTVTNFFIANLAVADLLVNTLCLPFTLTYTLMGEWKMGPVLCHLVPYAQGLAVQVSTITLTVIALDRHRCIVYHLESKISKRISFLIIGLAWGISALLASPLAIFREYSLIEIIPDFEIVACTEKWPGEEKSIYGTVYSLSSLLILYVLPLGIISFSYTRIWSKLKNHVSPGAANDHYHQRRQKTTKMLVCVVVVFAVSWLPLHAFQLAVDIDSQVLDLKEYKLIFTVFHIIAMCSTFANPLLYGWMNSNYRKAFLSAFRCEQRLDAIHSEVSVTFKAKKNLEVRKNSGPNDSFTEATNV
Yeast growth inh = reduces growth of yeast BB579 in restrictive medium | inhibition, % at 10 µM | S. cerevisiae BB579 growth, OD615, 48 h | AID 804 | hit rate 0.51% among 140,000;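 active means inhibition above a set limit, 3 SD over the mean compound inhibition, cut at about 44% in these data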; further: inactives centre near -24
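Assay system: S. cerevisiae DeaD strain BB579 yeast. Medium: CSMM-D restrictive synthetic medium containing dextrose (glucose). Times: 4 h cell preincubation, 48 h compound exposure, 30 °C humidified. Signal: OD615 turbidity measurement. Benchmarks: positive control amphotericin B 10 µg/mL.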
Yeast life ext = yeast lifespan extension; S. cerevisiae growth with nicotinamide, OD615; deaD strain in restrictive glucose medium; inhibition of the nicotinamide effect, % at 10 µM; hit rate 0.68% among 130,000; AID 775;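 active means inhibition above a set limit, placed 3 SD over the median of all compounds, cut at about 26% in these data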;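 further: 0% = nicotinamide-treated wells and 100% = cells grown without nicotinamide; some compounds called inactive have numbers as strong as hits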
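Assay system: DeaD-strain S. cerevisiae. Medium: CSMM-D glucose medium, restrictive. Reagent: nicotinamide, 1.5 mM, co-present with compound. Compound: 10 µM single point, 0.25% DMSO. Schedule: culture preincubation 4 h, compound exposure 48 h, both 30 °C. Detection: absorbance at 615 nm.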
HCT116 bCat-KO = beta-catenin-lacking colon tumor cell growth suppression. HCT116 beta-catenin knockout viability, CellTiter-Glo, 60 h; active compounds read low. viability, % at 10 µM. hit rate 1.5% among 140,000;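 active means viability at or under a set limit, the compound median less 4 SD, cut at about 6% in these data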;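 further: 0% = Hyamine 1622 control at 20 µM and 100% = untreated cell control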
Active calls of the source: *; · = no result given. Outcome played no part in choosing rows; about 6.2% have a hit in one of these screens.

SMILES	Measles CPE	MRP-1 activ	E-sel TNF inh	GALR2 blocker	PTEN del growth	Phagocytosis inh	NPY Y2 blocker	Yeast growth inh	Yeast life ext	HCT116 bCat-KO
O=C(NC(=S)Nc1ccc(S(=O)(=O)Nc2nccs2)cc1)c1ccc(F)cc1	8	0.0	4	-7	105	-9	1	-6	0	102
COc1cc2c(=O)n(Cc3ccccc3)c(=O)n(CC(=O)NCCc3ccccc3)c2cc1OC	5	-5.3	22	-2	33	1	-1	-35	-5	67
O=C(COc1ccccc1[N+](=O)[O-])N/N=C/c1ccc(OC(=O)c2ccco2)cc1	4	1.6	·	-11	91	2	0	-40	-2	89
CCOC(=O)C1CCN(c2c(NCCCN(CC)c3ccccc3)c(=O)c2=O)CC1	1	-2.8	-29	-1	83	0	1	-52	-8	81
CC(C)(C)c1ccc(C(=O)CSc2nc3ccccc3c(=O)[nH]2)cc1	24	-1.7	-27	-6	82	1	1	-32	-8	83
O=C(Nc1cccc(Cl)c1)OCc1ccccn1	10	1.1	15	8	93	0	1	-34	-20	93
COc1cccc(N(C(=O)CS(=O)CC(=O)Nc2ccc(F)cc2)C(C(=O)NC2CCCCC2)c2cccs2)c1 (stereo not given)	17	1.6	·	-5	83	10	1	-30	6	82
CCOC(=O)CSc1nnc([C@@H](NC(=O)OC(C)(C)C)C(C)C)o1	8	-0.6	-4	9	94	2	2	-22	-2	98
CCOC(=O)N1CCN(C(=O)c2ccc3c(c2)ncn3C2CCCC2)CC1	3	-2.1	·	0	99	-2	2	-23	-10	94
Cc1c(NC(=O)OCCNC(=O)COc2ccc(Cl)cc2Cl)sc(=S)n1C	4	-1.3	·	12	95	-3	2	2	1	84
O=C(NCc1ccco1)c1cc(-c2ccccc2)nc2ccccc12	18	-1.6	·	0	79	-4	9	-51	-12	82
COC(=O)COc1ccc(S(=O)(=O)N2CCN(c3ccccc3F)CC2)cc1C	27*	-0.1	11	8	110	-1	1	-27	-2	92
Cc1ccc(OCC(O)CNC(=O)c2ccccc2C(=O)O)cc1 (stereo not given)	11	-1.2	-10	-5	100	·	4	-9	-2	102
CC(=O)O[C@H]1CC[C@@]2(C)C(CCC3C2CC[C@]2(C)OC(=O)CCC32)C1 (stereo not given in full)	30	-0.7	-3	-20	101	·	4	-23	·	94
O=C(NCc1cccnc1)c1cccn2c(=O)c3sccc3nc12	27	-0.8	-17	-19	100	·	5	-27	-13	99
Cc1cc(C(=O)NC(=S)Nc2ccccc2N2CCOCC2)ccc1[N+](=O)[O-]	15	-1.2	·	-5	83	-3	3	-46	5	81
COc1ccc(CNC(=O)C/C(C)=N/NC(=O)Cc2ccc(OC)c(OC)c2)cc1	9	1.0	·	5	103	-15	2	11	-2	104
C=CCOc1ccc(/C(CC)=N/O)c(OC)c1	27	0.5	9	-19	103	-3	2	-36	-12	106
FC(F)(F)c1ccc(Cl)c(NC(=S)NC2CC2)c1	9	-2.2	·	7	97	-5	1	-41	-4	92
Cc1cc(C)nc(SCC(=O)Nc2ncc3c(n2)CCCC3=O)n1	4	-0.1	2	2	104	-1	1	-25	-6	100
CCCCC1(CCCC)NC(=S)N(Nc2ccc(C)cc2)C1=O	2	-0.1	-28	5	85	1	4	7	-6	87
Nc1cc(Cl)ccc1Oc1ccccc1	11	0.3	·	-11	83	·	0	-59	-5	79
CCc1nc2c(c(=O)c3ccccc3n2C)c(=O)n1-c1ccc(F)cc1	12	-0.1	3	5	81	-2	1	-21	12	86
c1ccc(CSc2ncccn2)cc1	12	1.9	12	8	115	-1	2	-50	-13	107
COc1ccc(Cl)cc1NC(=O)Cn1cccc1	34*	-3.5	26	6	84	-2	5	-14	-6	83

Some entries already given with just E-sel TNF inh, PTEN del growth and GALR2 blocker.
SMILES	E-sel TNF inh	PTEN del growth	GALR2 blocker
COC(=O)COc1ccc(S(=O)(=O)N2CCN(c3ccccc3F)CC2)cc1C	11	110	8
COc1ccc(Cl)cc1NC(=O)Cn1cccc1	26	84	6

New compounds follow:
SMILES	Measles CPE	MRP-1 activ	E-sel TNF inh	GALR2 blocker	PTEN del growth	Phagocytosis inh	NPY Y2 blocker	Yeast growth inh	Yeast life ext	HCT116 bCat-KO
O=C(O)c1cccc(CSc2nc(-c3ccccc3)cc(C(F)(F)F)n2)c1	18	-4.2	18	-6	100	·	3	-36	10	92
O=S(=O)(/N=C/N1CCOCC1)c1ccc(Cl)cc1	15	0.7	-11	13	93	1	-1	2	-4	97
OC1CN=C2Sc3ccccc3N2C1 (stereo not given)	16	-0.4	-15	0	107	0	1	-44	5	99
CCc1ccc(NC(=O)c2cccnc2)cc1	11	-1.0	-10	1	100	-1	-1	-49	-18	91
COC(=O)c1cccc(NC(=O)c2nn(C)c(=O)c3ccccc23)c1	11	-2.4	-29	7	74	-1	3	-86	-11	81
Cc1ccc(C(=O)COC(=O)c2ccc3c(c2)C(=O)N(c2cccc4ncccc24)C3=O)cc1C	6	-3.7	0	7	89	4	0	-26	-9	103
CCCOc1ccc(CSC2=NCCN2)cc1[N+](=O)[O-]	13	-1.2	-6	2	47	-2	4	-36	-9	31
O=S(=O)(Cc1ccccc1)Nn1cnnc1	4	1.3	-42	9	112	0	5	25	-26	111
S=c1[nH]nc(-c2ccco2)n1C1CCCCC1	4	-0.7	-44	-17	94	-8	3	-25	2	98
O=C(O)Cn1c(P(=O)(O)c2ccccc2)nc2ccccc21	7	0.3	·	2	105	1	0	-45	-11	96
Clc1ccc2[nH]c3c(NCCCN4CCOCC4)ncnc3c2c1	44*	-6.2	·	13	5	0	3	-2	-33	5.0*
Cc1noc(C(=O)Nc2ccc3c(c2)OCO3)c1Cl	2	-3.3	·	15	87	·	2	-36	-5	80
Cc1sc2ncn3c(C)nnc3c2c1C	16	-2.1	·	2	105	0	0	15	-8	93
COc1cccc(NC(=O)C(NC2CCCC2)c2ccccc2)c1 (stereo not given)	4	-3.2	-3	3	69	0	3	1	0	60
Nn1c(SC/C=C/c2ccccc2)nnc1-c1cccnc1	26*	-1.1	13	-1	103	0	3	-47	-10	87
O=C(CSc1nc(-c2ccco2)cc(C(F)(F)F)n1)NCCCn1ccnc1	23	-1.0	·	12	101	0	2	-54	-3	103
CC1(C)NC(=O)N(CC(O)CN2CCCCC2)C1=O (stereo not given)	29	-0.2	-7	-2	110	-1	1	-59	25	100
CC(C)Oc1ccc(NC(N)=O)cc1	7	2.5	-19	20	104	0	2	-34	·	101
O=S1(=O)N=C(Nc2ccc(O)c(CN3CCCCC3)c2)c2ccccc21	11	-0.2	5	17	100	0	1	3	-8	96
COc1ccc(-c2noc(CSc3nc(N)c(-c4ccccc4)c(=O)[nH]3)n2)cc1OC	3	-3.4	14	-4	89	0	3	-53	-8	89
O=C(C1CCCO1)N1CCC(O)(c2ccccc2)CC1 (stereo not given)	4	-0.4	-10	10	97	0	-2	1	-14	96
N#Cc1ccc(-n2c(-c3ccccc3)nnc2-c2ccccc2)cc1C#N	11	-4.3	15	14	37	·	1	-35	-4	45
CC1=CC(c2ccccc2)n2nc(N3C(=O)C4CC=CCC4C3=O)nc2N1 (stereo not given)	3	-1.0	·	1	98	0	-1	-24	-8	98
COc1ccc(C2N3CC4(C)CN2CC(C)(C3)C4=O)cc1OC (stereo not given)	23	-2.6	-21	-1	95	0	0	6	-11	95
Cc1ccc(-c2cc(C(F)F)nc(NCc3cccnc3)n2)cc1	1	0.3	-15	-6	36	·	1	32	-18	15

Remaining list, next part.
SMILES	Measles CPE	MRP-1 activ	E-sel TNF inh	GALR2 blocker	PTEN del growth	Phagocytosis inh	NPY Y2 blocker	Yeast growth inh	Yeast life ext	HCT116 bCat-KO
COc1cccc(N2CCN(C(=S)NCc3ccco3)CC2)c1	35	-1.7	42	13	83	·	0	8	-24	84
COc1ccccc1NC(=O)CN1C(=O)CCS(=O)(=O)c2ccccc21	10	-4.4	-6	-2	103	·	1	-54	-7	99
CCN(CC)S(=O)(=O)c1cc(NC(=O)COC(=O)c2sc3ccccc3c2Cl)ccc1C	5	1.7	-54	-2	101	-5	5	-6	-2	91
O=C(Nc1ccc2c(c1)OCO2)c1cc(C2CC2)on1	2	-3.5	-5	5	78	0	-2	-31	-14	77
COC(=O)CSc1nc(NC(C)C)nc(N2CCOCC2)n1	10	-2.3	-35	6	92	-1	0	-9	-4	94
COc1ccc(C(=O)COC(=O)CN2C(=O)NC(C)(C)C2=O)cc1OC	19	0.5	13	16	108	0	0	-7	-9	95
COC(=O)Nc1c(C(=O)OC)cc(OC)c(OC)c1OC	14	-2.0	15	9	101	-1	3	6	-4	96
COC(=O)c1ccc(Nc2cc(C)nc3nc(C)nn23)cc1	22	-1.1	-12	0	101	·	1	-4	2	101
O=C1c2ccccc2N2C(=O)c3ccccc3C2N1Cc1ccco1 (stereo not given)	25	-3.3	·	3	63	-1	5	-21	-6	73
CC(C)N(C(=O)CSc1nnc(-c2cc3ccccc3cc2O)n1Cc1ccco1)C(C)C	6	-4.4	-7	-7	64	-5	17	-27	-11	58
N#Cc1ccsc1NC(=O)CN1CCN(c2ccccc2)CC1	11	-1.5	5	4	94	-2	3	-35	2	92
COc1ccc(C(=O)Nc2ccc3nc(N4CCCCC4)cc(C)c3c2)cc1OC	10	-5.5	-5	6	43	-12	2	-38	-3	52
Cc1cccc(-n2c(N)cc(=O)[nH]c2=S)c1C	16	-1.6	-17	-4	98	-1	5	-17	-4	103
COc1ccc(OC)c2sc(NC(=O)c3ccc(Cl)s3)nc12	10	1.2	-4	-16	27	-1	0	-35	-10	54
O=C(c1cc(C2CC2)on1)N1CCN(C(c2ccccc2)c2ccccc2)CC1	2	-1.1	·	2	94	0	-2	-31	-5	91
CC(=O)c1cc(-c2ccccc2)n(CC(=O)N2CCC(N3CCCCC3)CC2)c1C	14	-1.0	16	5	103	0	1	11	-14	105
Cc1ccc(S(=O)(=O)CCC(=O)OCC(=O)Nc2cc(C)on2)cc1	7	-2.4	-4	9	100	-1	-2	-28	-9	96
O=C(Nc1nc(-c2ccccc2)cs1)c1ccc(S(=O)(=O)N2CCc3ccccc32)cc1	4	0.1	-44	1	58	·	1	-27	4	71
CCn1nccc1C(=O)Nc1cc(Cl)ccc1Cl	7	2.8	3	2	93	1	8	-32	-16	90
CNc1nc(OC)nc(N2CCOCC2)n1	2	0.5	5	-5	103	0	4	-25	3	94
O=C(CSc1nc(-c2ccccc2)cc(=O)[nH]1)N1CCOCC1	7	-2.9	-3	-6	93	0	0	20	-17	102
Cn1c(SCC(=O)N2CCCCC2)nnc1-c1ccc(S(=O)(=O)N2CCOCC2)cc1	27	-0.1	45	-4	89	-2	2	-4	-3	84
Cc1cc(-c2ccccc2)nc(N(C)NC(=O)c2cccc(C(F)(F)F)c2)c1S(C)(=O)=O	4	-0.6	13	-2	95	0	2	-9	-12	95
Cc1cc(NC(=O)c2ccc3c(c2)C(=O)N(C2CCCCC2)C3=O)no1	3	-6.7	-8	4	9	-1	0	-26	-12	9
COCCCNCCCCOc1cccc(Br)c1	4	-1.1	-52	11	94	·	8	-3	2	79
O=C(COc1ccccc1)Nc1nnc(-c2ccc3c(c2)CCCC3)o1	28	-1.0	·	-1	108	-1	13	-15	-6	102
